Neddyl block: blocks human cullin neddylation; calls only at 25 µM; TR-FRET cullin neddylation, biochemical; 0.58% of 360,000 active; P61081+Q13564; in the data active means inhibition above about 36%
FAS-TE inh: blocks the thioesterase domain of human fatty acid synthase; P49327; recombinant FAS-TE, OMFH fluorogenic substrate, fluorescence endpoint; inhibition, % at 15 µM; 0.67% of 360,000 active; AID 602261;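 active means compounds whose normalised, plate-corrected inhibition of enzyme fluorescence in the single-dose primary screen is 50% or more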;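 further: 0% = DMSO with enzyme and 100% = substrate without enzyme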
bovine MsrA act: activators of bovine methionine sulfoxide reductase A; activation, % at 10.6 µM; AID 602163; 0.3% of 360,000 active; purified bovine MsrA, absorbance read-out; in the data active means activation above about 7.5%;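 further: 0% = vehicle and 100% = reference activator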
Tb MetRS inh: Trypanosoma brucei MetRS inhibition; purified T. brucei MetRS, ATP depletion, Kinase-Glo luminescence; inhibition, % at 11.9 µM; 0.4% of 360,000 active; AID 624268;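 active means inhibition above a per-plate cutoff of the control wells' mean inhibition plus 3 SD, cut at about 5.5% in these data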;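 further: 0% = DMSO wells median and 100% = median of wells with control inhibitor compound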
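Dosing: 11.9 µM compound single dose, 0.9% DMSO; Assay system: purified T. brucei MetRS enzyme; Measured by: Kinase-Glo luciferase luminescence reporting remaining unconsumed ATP; Schedule: 15 min plus 2 h at 25 °C.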
CSN inh: CSN deneddylation inhibition. Q92905. Purified CSN, SCF-Nedd8-OG deneddylation, fluorescence polarization. inhibition, % at 12.5 µM. 0.38% of 360,000 active. AID 651999;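 active means pattern-corrected inhibition above about 35%, with an unprinted fluorescence ratio check between 0.5 and 1.5, limit read from the data, passing the limit was not always enough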;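 further: 0% = enzyme with substrate and 100% = substrate without enzyme; some results filed as inactive read as strong as hits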
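Assay system: purified human Csn5 enzyme expressed in HEK293T cells; measure: % inhibition; also added: SCFSkp2-Nedd8OG substrate at 10 nM final; technique: fluorescence polarization; times: reaction 90 min, room temperature; medium: Tris buffer pH 7.5, NaCl, DTT, Tween-20, trehalose, ovalbumin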
MLLE-PAM2 inh: inhibitors of microRNA-mediated deadenylation, human PABP1 MLLE binding; 0.36% of 360,000 active; GST-MLLE / FITC-PAM2 fluorescence polarization; AID 588489; inhibition, % at 20 µM; P11940; in the data active means inhibition above about 35%, passing the limit was not always enough;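 further: plate controls were DMSO wells with GST-MLLE for no effect and wells lacking GST-MLLE protein for full effect; some results filed as inactive read as strong as hits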
Rin1 Abl inh: blocks binding of human Rin1 to Abl. TR-FRET Rin1/Abl binding, biochemical. inhibition, % at 7.35 µM. 0.4% of 360,000 active; in the data active means inhibition above about 5%, passing the limit was not always enough
Target sequence (P00519 whole entry, looked up): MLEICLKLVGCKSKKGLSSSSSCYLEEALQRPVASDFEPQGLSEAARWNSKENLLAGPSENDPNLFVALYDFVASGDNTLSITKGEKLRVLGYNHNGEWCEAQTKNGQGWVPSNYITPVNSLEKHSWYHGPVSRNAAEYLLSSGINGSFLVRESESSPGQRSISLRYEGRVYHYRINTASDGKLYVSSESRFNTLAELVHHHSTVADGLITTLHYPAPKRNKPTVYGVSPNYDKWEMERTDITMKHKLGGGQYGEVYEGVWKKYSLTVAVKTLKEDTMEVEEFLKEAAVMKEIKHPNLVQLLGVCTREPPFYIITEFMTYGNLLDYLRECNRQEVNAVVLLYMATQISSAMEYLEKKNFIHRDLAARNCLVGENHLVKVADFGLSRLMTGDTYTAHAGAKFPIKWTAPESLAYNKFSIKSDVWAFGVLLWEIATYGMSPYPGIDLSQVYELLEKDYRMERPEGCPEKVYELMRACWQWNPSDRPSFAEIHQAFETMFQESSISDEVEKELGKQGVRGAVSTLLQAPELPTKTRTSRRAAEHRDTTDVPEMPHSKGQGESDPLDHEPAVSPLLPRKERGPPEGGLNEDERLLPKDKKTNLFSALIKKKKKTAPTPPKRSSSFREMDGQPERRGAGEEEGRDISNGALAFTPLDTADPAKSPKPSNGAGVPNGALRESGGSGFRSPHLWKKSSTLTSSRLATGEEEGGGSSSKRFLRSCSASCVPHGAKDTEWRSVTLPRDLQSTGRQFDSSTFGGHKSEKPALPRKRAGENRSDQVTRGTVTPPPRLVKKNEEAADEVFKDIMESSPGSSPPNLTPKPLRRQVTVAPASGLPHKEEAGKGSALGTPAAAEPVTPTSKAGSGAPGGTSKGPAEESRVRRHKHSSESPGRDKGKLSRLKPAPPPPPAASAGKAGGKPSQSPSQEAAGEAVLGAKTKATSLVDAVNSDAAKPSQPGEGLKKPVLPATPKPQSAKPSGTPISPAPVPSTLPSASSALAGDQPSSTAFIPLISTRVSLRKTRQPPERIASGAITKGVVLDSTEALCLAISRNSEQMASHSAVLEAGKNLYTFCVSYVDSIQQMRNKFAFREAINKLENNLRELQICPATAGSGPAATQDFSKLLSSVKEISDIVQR
Target sequence (Q13671 whole entry, looked up): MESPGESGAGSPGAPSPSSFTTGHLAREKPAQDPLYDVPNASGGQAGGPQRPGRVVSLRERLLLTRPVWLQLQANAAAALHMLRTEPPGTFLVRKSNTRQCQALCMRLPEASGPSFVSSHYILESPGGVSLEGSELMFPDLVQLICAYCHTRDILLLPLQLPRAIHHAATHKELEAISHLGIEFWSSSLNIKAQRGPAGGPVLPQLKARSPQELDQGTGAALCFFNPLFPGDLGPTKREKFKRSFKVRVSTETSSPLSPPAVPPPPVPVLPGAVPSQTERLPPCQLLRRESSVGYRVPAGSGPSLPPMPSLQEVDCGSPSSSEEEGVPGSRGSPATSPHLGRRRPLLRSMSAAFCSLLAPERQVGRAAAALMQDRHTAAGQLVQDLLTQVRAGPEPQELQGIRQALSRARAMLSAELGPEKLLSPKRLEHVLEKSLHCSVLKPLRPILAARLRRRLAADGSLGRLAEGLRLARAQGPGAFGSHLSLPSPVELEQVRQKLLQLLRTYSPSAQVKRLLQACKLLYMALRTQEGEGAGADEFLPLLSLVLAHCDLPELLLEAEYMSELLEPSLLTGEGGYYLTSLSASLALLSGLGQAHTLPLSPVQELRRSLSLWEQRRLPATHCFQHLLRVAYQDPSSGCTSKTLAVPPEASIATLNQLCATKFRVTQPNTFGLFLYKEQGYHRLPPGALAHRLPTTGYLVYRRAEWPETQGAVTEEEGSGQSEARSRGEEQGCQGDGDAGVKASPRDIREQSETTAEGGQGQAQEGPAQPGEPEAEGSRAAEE
MsrA inh: inhibitors of bovine MsrA. purified bovine MsrA, absorbance read-out. 0.75% of 360,000 active. inhibition, % at 15.5 µM; in the data active means inhibition above about 4.5%;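 further: 0% = vehicle wells with enzyme and 100% = reference inhibitor wells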
eLon inh: inhibitors of E. coli Lon protease; P0A9M0; purified E. coli Lon protease, fluorescence polarization; inhibition, % at 7.94 µM; 0.42% of 360,000 active; AID 602123; in the data active means inhibition above about 13%, passing the limit was not always enough;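 further: 0% = enzyme with probe and DMSO and 100% = no enzyme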
Active calls of the source: *; i = inactive; . = not tested or not shown; + = active, no number.

SMILES | Neddyl block | FAS-TE inh | bovine MsrA act | Tb MetRS inh | CSN inh | MLLE-PAM2 inh | Rin1 Abl inh | MsrA inh | eLon inh
Cc1nnc(SCC(=O)Nc2ccc(Br)cc2)n(N)c1=O | i | -3.6 | -8.7 | -0.2 | -2.4 | 7.7 | 1.6 | -0.1 | -0.6
Cc1onc(-c2ccccc2)c1C(=O)N1CCN(S(=O)(=O)c2ccc(OC(F)(F)F)cc2)CC1 | i | 10.0 | -0.7 | -0.5 | -2.7 | -64.9 | 0.8 | -0.5 | 0.8
CC(C)(C)C(=O)NC(=S)Nc1sc2c(c1C#N)CCCCC2 | i | -3.8 | 4.8 | -0.8 | -6.8 | -24.5 | 0.2 | 0.8 | -1.3
O=C(CSc1nc2[nH]ncc2c(=O)[nH]1)Nc1ccccc1F | i | -9.1 | -1.2 | -0.3 | -0.1 | 11.4 | 2.8 | 0.9 | 2.6
Cc1ccc(-n2cc(CN3CCN(C(=O)c4ncn[nH]4)CC3)c(-c3ccc(F)cc3)n2)cc1 | i | -140.0 | -4.1 | -0.1 | 5.9 | 0.4 | 0.5 | 0.7 | -6.0
COC(=O)/C(=C/c1cn(C(C)=O)c2ccccc12)[N+](=O)[O-] | i | -5.1 | -0.1 | 0.6 | 1.6 | -7.3 | -2.8 | -0.5 | -1.4
CCCn1c(=S)[nH]c2cc(C(=O)N3CCN(C4CCCCC4)CC3)ccc2c1=O | i | 32.6 | -1.6 | -0.5 | 2.8 | -38.3 | 0.4 | -0.3 | -9.9
Cc1cccc(C)c1NC(=O)COC(=O)c1cc(S(=O)(=O)Nc2ccc(Cl)cc2)ccc1O | . | 3.0 | -3.4 | 0.1 | 0.4 | -11.0 | 1.1 | -0.8 | 1.6
CCCCCOCC1CC(C/C(C)=N/NC(N)=S)C(=O)O1 (stereo not drawn) | i | -6.1 | -1.8 | 0.0 | -6.0 | -46.0 | 0.6 | -1.0 | 13.5
CCOC(=O)Cc1nnc(NC(=O)COc2ccc(F)cc2)s1 | i | -3.2 | -2.8 | 0.2 | 0.2 | -4.0 | -1.6 | -0.3 | -7.6
O=C(Cc1cccs1)N/N=C/C=C/c1ccco1 | i | -9.0 | -10.4 | -0.8 | 15.6 | 4.9 | 3.7 | 1.1 | -11.2
N#CCCSCc1ccc(OCC(=O)O)cc1 | i | -7.8 | -4.1 | 0.0 | 16.3 | 14.2 | 0.4 | 1.5 | 1.3
CCc1ccc2[nH]c3nc(C)cc(C)c3c(=O)c2c1 | i | -4.6 | -5.2 | -0.8 | -7.0 | -3.6 | -5.3 | 2.1 | 12.7
COc1cc(/C=N/Nc2ccc(Cl)c(C(=O)O)c2)ccc1OC(=O)c1ccc(F)cc1 | i | 2.9 | -1.5 | 0.2 | -2.1 | 2.5 | -0.5 | 0.1 | -1.1
CC/C(=N\NC(=O)c1ccc(CN(C)S(=O)(=O)c2ccc(C)cc2)cc1)c1ccc(OC(F)F)cc1 | i | 9.4 | -2.8 | 0.1 | 0.3 | -3.5 | -3.9 | -0.9 | -15.0
Cc1cccc(NS(=O)(=O)c2cccc(C(=O)N3CCCC3)c2)c1 | i | -2.8 | -8.9 | -0.5 | -3.0 | -1.9 | -4.9 | 0.7 | 0.6
CCc1ccc(CNC(=O)CCC(=O)n2ncc3cc(C)ccc32)cc1 | i | -4.0 | 1.4 | -0.5 | -1.0 | 12.6 | -3.3 | 0.5 | 1.8
O=C(c1cccc(-n2cccc2)c1)N1CCN(S(=O)(=O)c2ccc(F)cc2)CC1 | i | 1.5 | -0.5 | -0.3 | 10.1 | -12.5 | -1.6 | 0.4 | -4.2
CN(C)Cc1cccc([N+](=O)[O-])c1O | i | -5.0 | -2.8 | 0.1 | 3.5 | 4.9 | -0.5 | -0.2 | 10.5
COc1cccc(C2CC(c3ccccc3)=NN2S(=O)(=O)c2ccc(C)cc2)c1OC (stereo not drawn) | i | 12.8 | -10.1 | -0.9 | 76.1* | -106.4 | 1.2 | -0.1 | -12.4
O=C(O)c1ccc(CNC(=O)c2ccc3c(c2)OCCO3)cc1 | i | -1.4 | -7.9 | -1.2 | 2.6 | -10.7 | 2.3 | 0.6 | 3.3
O=C(CCN1C(=O)c2ccccc2C1=O)Nn1cnnc1 | i | -5.5 | 0.6 | 0.1 | -2.0 | -15.4 | -2.6 | 0.0 | -9.1
CC1Cc2cc(/C(O)=C3/C(=O)C(=O)N(Cc4cccnc4)C3c3cccc(O)c3)ccc2O1 (stereo not drawn) | i | -4.1 | -1.0 | -0.3 | 0.3 | -7.2 | -5.2 | 2.0 | -6.3
COc1ccc(CNC(=O)Cn2c(=O)oc3cc(S(=O)(=O)N4CCCC4)ccc32)cc1 | i | -1.5 | -2.6 | 0.1 | 1.0 | -0.1 | -0.3 | -0.5 | -2.0
COc1ccc(NC(C)=O)cc1C | i | -13.2 | -5.1 | -0.6 | 5.0 | -5.7 | 1.9 | -0.6 | -5.9
O=C(O)CCC(=O)NC1CCCCC1 | i | -7.4 | -12.2 | -0.5 | -8.2 | 5.5 | 2.4 | -0.5 | 5.2
Cc1cccc(CS(=O)(=O)Cc2ccc(C(=O)O)o2)c1 | i | -6.6 | -6.0 | 0.2 | 0.6 | 12.8 | -0.4 | 0.1 | -12.6
COc1ccc(S(=O)(=O)Nc2cccc3c2O[C@H](CN(C)Cc2ccccc2)[C@@H](C)CN([C@H](C)CO)C3=O)cc1 | i | -7.8 | -6.5 | -0.5 | -1.6 | -2.3 | 5.1 | -1.9 | -9.7
O=C(NCc1ccco1)c1cc(S(=O)(=O)N2CCCCC2)ccc1Cl | i | -2.3 | -0.7 | -0.4 | -2.7 | 6.4 | 2.3 | 0.5 | -4.7
NCCCC[C@H](NC(=O)C1CCNCC1)c1nnc([C@@H](N)Cc2ccc(O)cc2)o1 | i | -11.5 | -0.9 | -0.2 | 0.9 | 1.0 | -1.2 | -0.7 | 2.3
Cc1no[n+]([O-])c1COc1ccccc1/C=C1\NC(=S)NC1=O | i | -6.3 | -2.4 | -0.6 | 2.2 | -16.5 | -2.3 | 2.0 | -13.1
Cc1nc2ccccc2c(=O)n1/N=C/c1ccc(OC(F)F)cc1 | i | -3.1 | -3.0 | -1.6 | 1.5 | 3.8 | 0.7 | -0.1 | 2.4
CCC(C)N(C(=O)CN1C(=O)NC2(CCc3ccccc32)C1=O)C1CCS(=O)(=O)C1 (stereo not drawn) | i | -8.0 | -5.0 | -0.3 | -6.2 | -1.2 | 0.8 | 1.4 | 10.0
O=C(CSC1=Nc2ccccc2C2CC=NN12)Nc1ccc(F)cc1Cl (stereo not drawn) | i | -2.9 | -14.2 | -1.1 | -9.3 | 30.5 | -1.0 | 0.1 | -2.2
COc1ccc(CCNC(=O)C2CC2)cc1OC | i | -8.7 | -11.6 | -1.1 | -3.5 | -13.2 | 5.8 | 0.7 | -2.1
CN(Cc1ccco1)C(=O)CN1C(=O)NC(c2ccccc2)(c2ccccc2)C1=O | i | -3.6 | -1.1 | -0.2 | 7.6 | -9.4 | 1.5 | 0.1 | 1.0
COc1ccc(C(CC(=O)Nc2ncccc2C)N2Cc3ccccc3C2=O)cc1OC (stereo not drawn) | i | -3.6 | -1.6 | 0.2 | 0.6 | -2.6 | -0.2 | -0.1 | -10.1
CC(C)CNc1nc(Oc2ccc(=O)n(C)n2)nc(N2CCOCC2)n1 | i | -4.2 | -5.5 | -1.4 | -3.5 | 3.1 | 1.0 | -0.2 | -2.7
COc1cccc(NC(=O)CSc2nn3c(=O)c(C)nnc3s2)c1 | i | -4.2 | -1.4 | -0.1 | -2.5 | 35.0 | -2.5 | 0.4 | 3.6
CC(=O)N1Cc2[nH]c3ccccc3c2CC1C(=O)O (stereo not drawn) | i | -1.6 | -13.7 | -1.2 | 0.8 | -6.8 | 0.9 | 1.3 | 0.4
CCOc1ccc(NC(=O)COC(=O)c2ccc3ncsc3c2)cc1OCC | + | -8.7 | -3.4 | -0.2 | -1.1 | -25.7 | 4.4 | -0.4 | -10.4
O=C1C(c2ccccc2)SC(=Nc2ccccc2)N1S(=O)(=O)c1ccccc1 (stereo not drawn) | i | -0.2 | -7.3 | -1.1 | 3.2 | 21.2 | -1.7 | 0.2 | -6.2
CC(C)(C)OC(=O)N1CCC(C(=O)Nc2cccc(C(=O)NCCCc3ccccc3)c2)CC1 | i | 13.6 | -1.1 | 0.3 | 2.2 | -13.6 | -1.5 | 0.1 | 1.9
CCOc1ccc(NC(=O)C2CCN(S(=O)(=O)c3ccc4c(c3)NC(=O)C(C)S4)CC2)cc1 (stereo not drawn) | i | 2.3 | -2.1 | 0.0 | -0.1 | -5.6 | 0.6 | 0.5 | 3.8
O=C(COc1ncnc2ccc(Br)cc12)N1CCOCC1 | i | -5.0 | 0.7 | 0.2 | -0.6 | -10.3 | 2.8 | 0.8 | -8.5
COc1ccc2nc(N/C(N)=N/C(=S)Nc3ccccc3)nc(C)c2c1 | i | 15.6 | -4.9 | 0.3 | -2.2 | 24.3 | -4.5 | 1.7 | 0.9
CN(C)S(=O)(=O)c1cccc(-c2cn3cccnc3n2)c1 | . | -1.6 | -3.4 | -0.1 | 5.4 | 15.9 | 7.1 | 2.9 | 0.3
CCc1nnc(NS(=O)(=O)c2ccc(NC(=O)c3cc(Cl)ccc3[N+](=O)[O-])cc2)s1 | i | -4.2 | -4.1 | -0.6 | 1.3 | 0.0 | 4.8 | 0.8 | -4.4
COC(=O)c1ccccc1NC(=O)CCCn1nc([N+](=O)[O-])cc1C | i | 2.4 | 0.0 | -0.5 | 5.1 | 3.0 | -1.4 | 0.6 | -3.2
C=C1C(=O)OC2C1CCC(C)=CCCC1(C)OC21 (stereo not drawn) | i | -4.5 | -3.5 | -0.3 | -2.5 | . | . | 1.7 | -12.9

Among those listed so far, 6 contain a COOH group:
SMILES | Neddyl block | FAS-TE inh | bovine MsrA act | Tb MetRS inh | CSN inh | MLLE-PAM2 inh | Rin1 Abl inh | MsrA inh | eLon inh
N#CCCSCc1ccc(OCC(=O)O)cc1 | i | -7.8 | -4.1 | 0.0 | 16.3 | 14.2 | 0.4 | 1.5 | 1.3
COc1cc(/C=N/Nc2ccc(Cl)c(C(=O)O)c2)ccc1OC(=O)c1ccc(F)cc1 | i | 2.9 | -1.5 | 0.2 | -2.1 | 2.5 | -0.5 | 0.1 | -1.1
O=C(O)c1ccc(CNC(=O)c2ccc3c(c2)OCCO3)cc1 | i | -1.4 | -7.9 | -1.2 | 2.6 | -10.7 | 2.3 | 0.6 | 3.3
O=C(O)CCC(=O)NC1CCCCC1 | i | -7.4 | -12.2 | -0.5 | -8.2 | 5.5 | 2.4 | -0.5 | 5.2
Cc1cccc(CS(=O)(=O)Cc2ccc(C(=O)O)o2)c1 | i | -6.6 | -6.0 | 0.2 | 0.6 | 12.8 | -0.4 | 0.1 | -12.6
CC(=O)N1Cc2[nH]c3ccccc3c2CC1C(=O)O (stereo not drawn) | i | -1.6 | -13.7 | -1.2 | 0.8 | -6.8 | 0.9 | 1.3 | 0.4

Source: PubChem (several laboratories)
